# MrgX1 allo act – positive allosteric modulators of MrgX1, primary screen, HEK293 cells, Fluo-4 calcium flux; Mas-related G-protein coupled receptor member X1 (Homo sapiens), Q96LB2; FDSS; hits give high values; B-score at 10 µM; 0.63% of 310,000 active;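 active = plate-corrected calcium response at least 3 library SD above typical, normal starting fluorescence, not activating the receptor alone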;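 note: compound read alongside a low EC10 to EC30 dose of BAM8-22 agonist; peak minus trough fluorescence over baseline measured at the second addition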
# Target sequence (Q96LB2 whole entry, looked up): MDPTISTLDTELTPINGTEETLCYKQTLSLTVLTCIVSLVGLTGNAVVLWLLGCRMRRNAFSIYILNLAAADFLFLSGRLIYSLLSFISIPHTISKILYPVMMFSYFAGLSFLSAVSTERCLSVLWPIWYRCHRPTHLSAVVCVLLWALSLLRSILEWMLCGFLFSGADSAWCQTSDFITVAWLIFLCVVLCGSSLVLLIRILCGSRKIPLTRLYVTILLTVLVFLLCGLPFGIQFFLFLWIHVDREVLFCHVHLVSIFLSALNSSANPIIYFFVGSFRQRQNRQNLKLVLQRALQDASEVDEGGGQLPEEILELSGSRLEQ
# MrgX1 ag – agonists of human MrgX1 receptor, primary screen, HEK293 cells, Fluo-4 calcium flux; Mas-related G-protein coupled receptor member X1 (Homo sapiens), Q96LB2; Fluo-4 calcium fluorescence, agonist mode; hits give high values; B-score at 10 µM; 0.44% of 310,000 active; AID 588627, 2011;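 active = calcium response B-score plate-corrected fluorescence ratio at least 3 library SD, with starting fluorescence B-score inside 5 SD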
#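 times = overnight plating, then 30 min 37 °C plus 30 min room-temperature dye loading | assay system = stable human MrgX1 HEK293 cell line | input = fifteen thousand cells per well | signal = kinetic calcium dye fluorescence, Fluo-4 NW | dosing = compound delivered in addition one of three | read-out = B-scored fluorescence response ratio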
# HIF activator – HIF pathway transcriptional activators, primary screen, cell-based, U2OS HRE-luciferase, luminescence; activation, % at 7.5 µM (by protocol); 0.32% of 300,000 active; U2OS HRE-luciferase reporter; normalized: DMSO 0%, desferrioxamine 100%;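 active = mean activation of at least 10% of the iron chelator positive control signal, with at least half of replicates also reaching 10%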
# PolyA inhibitor – polyadenylation inhibitors in yeast reporter cells, primary screen, luminescence, S. cerevisiae; calls only at 12 µM; S. cerevisiae SKY197-pL101 polyadenylation reporter, beta-gal luminescence; efflux-impaired pdr1/pdr3 knockout yeast; score 100 = 6 SD above DMSO; 0.02% of 300,000 active;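 active = lowest replicate activity score at least 50, where 100 means six control SD above control mean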;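 note: yeast exposed to compound for 9 h at 30 °C; higher score means more reporter readthrough which indicates perturbed polyadenylation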
# TRPC4 potent – positive allosteric modulators of TRPC4, primary screen, cell-based, mouse TRPC4beta, HEK293 mu-opioid, Fluo-4 calcium | Short transient receptor potential channel 4 (Mus musculus), Q9QUQ5 | DAMGO EC20, Fluo-4 Ca2+ flux; hits give high values | B-score at 10 µM | 0.42% of 310,000 active;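 active = B-score of calcium response area above 5 SD of library B-scores, with initial fluorescence ratio within 5 SD of library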;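 note: B-score of integrated fluorescence ratio over time as area under calcium response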
# TRPC6 inhibitor – mouse TRPC6 channel inhibitors, primary screen, cell-based, HEK293, membrane potential dye; Short transient receptor potential channel 6 (Mus musculus), Q61143; B-score at 10 µM; ACh-evoked depolarization; hits give low values; 1.1% of 310,000 active;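 active = B-score under library mean minus 3 SD, initial fluorescence not abnormally high, positive integrated signal ratio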;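 note: B-score derived from integrated fluorescence ratio over the kinetic read; more negative B-score means stronger inhibition of depolarization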
# TRPC4 block – inhibitors of mouse TRPC4 channel, primary screen, Fluo4 calcium, HEK293 TRPC4beta/mu-opioid cells. DAMGO-evoked Fluo4 calcium flux; hits give low values. Short transient receptor potential channel 4 (Mus musculus), Q9QUQ5. 0.39% of 300,000 active. B-score at 10 µM;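 active = B-score over 3 SD under the library average, no early fluorescence shift, positive overall ratio signal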
#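 Assay system: Stable TRPC4beta/mu-opioid receptor HEK293 cells | Reagent: DAMGO in two steps, submaximal then maximal | Compound dosing: Single concentration per test compound | Signal: Fluo4 Ca2+ flux fluorescence | Evaluation: Per-well B score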
# AI-2 QS modul – Vibrio harveyi AI-2 quorum sensing modulators, primary screen, JMH597 strain, luminescence/OD600 ratio. 0.4% of 300,000 active. activity change, % at 7.5 µM. Vibrio harveyi JMH597 AI-2 luminescence/OD600 ratio, 9 h; hits give low values; strain lacks LuxN and CqsS sensors; 0 = neutral-control median. AID 2094, 2009; in the data active = activity change below about -75%, passing the limit was not always enough;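 note: luminescence divided by OD600 gain over 9 h not by final OD600 alone; inactives centre near 13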
# TRPC6 act – mouse TRPC6 channel activators, primary screen, cell-based, HEK293, membrane potential dye; Short transient receptor potential channel 6 (Mus musculus), Q61143; HEK293-TRPC6 membrane potential dye fluorescence; hits give high values; B-score at 10 µM; 0.13% of 310,000 active;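 active = B-score of the integrated fluorescence ratio above library mean plus 3 SD, and starting fluorescence ratio within library mean plus 5 SD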;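 note: higher score means more depolarization so channel activation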
# TRPC4 agonist – activators of mouse TRPC4 channel, primary screen, Fluo4 calcium, HEK293 TRPC4beta/mu-opioid cells; Short transient receptor potential channel 4 (Mus musculus), Q9QUQ5; Fluo4 calcium fluorescence; hits give high values; B-score at 10 µM; 0.49% of 310,000 active;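 active = B-score above 5 SD of library B-scores, and initial fluorescence ratio not above library mean plus 5 SD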;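 note: positive B-score marks a calcium rise read as TRPC4 activation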
#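 Material: TRPC4beta and mu-opioid receptor HEK293 stable cells | Incubation: 45 min room-temperature Fluo4 loading, 110 s read | Detection: Kinetic Fluo4 calcium fluorescence | Measure: Integrated baseline-normalised fluorescence ratio, converted to per-well B score | Benchmarks: Low control buffer alone, high control maximal DAMGO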
# MrgX1 antag – antagonists of human MrgX1 receptor, primary screen, HEK293 cells, Fluo-4 calcium flux; Mas-related G-protein coupled receptor member X1 (Homo sapiens), Q96LB2; BAM8-22 antagonism; hits give low values; 1.3% of 310,000 active; AID 588676, 2011; B-score at 10 µM;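 active = calcium-response B-score plate-corrected more than 3 library SD below zero, starting fluorescence within 5 deviations, no agonist response on first addition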;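 note: peak minus trough fluorescence over baseline after final BAM8-22 challenge near maximal dose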
# Active calls of the source: *; i = inactive; · = not tested or not shown. Not all compounds are listed, so the mix of outcomes need not match the whole.
SMILES,MrgX1 allo act,MrgX1 ag,HIF activator,PolyA inhibitor,TRPC4 potent,TRPC6 inhibitor,TRPC4 block,AI-2 QS modul,TRPC6 act,TRPC4 agonist,MrgX1 antag
Cc1ccc(CC2CC(=O)N(C(Cc3ccccc3)C(=O)O)C2=O)cc1 (stereo unspecified),i,i,-0.3,i,i,i,i,11,i,i,i
O=[N+]([O-])c1ccc(C[n+]2ccc(Cc3ccccc3)cc2)cc1,i,i,-0.3,i,i,i,i,9,i,i,i
COC(=O)c1sc2ccccc2c1NC(=O)c1cccs1,i,i,·,i,i,i,i,31,i,i,i
O=C(CSc1nc(-c2ccccc2F)nc2nc[nH]c12)Nc1c(Cl)cc(Cl)cc1Cl,i,i,-0.3,·,i,i,i,3,i,i,i
COc1ccc(NC(=O)CNC(=O)c2ccc([N+](=O)[O-])cc2)cc1,i,i,-0.3,i,i,i,i,34,i,i,i
O=C(Cc1ccccc1)Nc1ccc(C(=O)Nc2ccc(O)cc2)cc1,i,i,-0.8,i,i,i,i,6,i,i,i
CCOC(=O)/C(C#N)=C1\C(=O)N(Cc2ccccc2)c2ccccc21,i,i,-0.2,i,i,i,i,-1,i,i,i
N#Cc1ccc(C(=O)NNC(=O)c2ccncc2)cc1,i,i,0.2,i,i,i,i,-3,i,i,i
COc1cccc(-c2nnc3sc(-c4ccccc4)nn23)c1,i,i,2.1,i,i,i,i,19,i,i,i
CN(CC(=O)Nc1ccc(F)cc1Cl)Cc1cccs1,i,i,0.2,i,i,i,i,-3,i,i,i
COc1ccc(CCN2CCCC(CN(C)Cc3cc(Cl)c(O)c(OC)c3)C2)cc1 (stereo unspecified),i,i,-1.6,i,i,i,i,1,i,i,i
COc1ccc(Nc2nc(C)cc(C)c2C#N)cc1OC,i,i,-0.3,i,i,i,i,12,i,i,i
Cc1[nH]c2c(C)cccc2c1CN1CCC(CO)(Cc2ccccc2)CC1,i,i,1.8,i,i,i,i,30,i,i,i
CCN(CC)S(=O)(=O)c1ccc(C(=O)N2CCN(C3=NS(=O)(=O)c4ccccc43)CC2)cc1,i,i,-1.2,i,i,i,i,2,i,i,i
CCCn1c(N)c(C(=O)CSc2nnc(-c3ccco3)n2Cc2ccccc2)c(=O)[nH]c1=O,i,i,-0.6,i,i,i,i,19,i,i,i
Cc1ccc(/C=N/NC(=O)COc2ccccc2-c2ccccc2)cc1,i,i,-0.3,i,i,i,i,35,i,i,i
CCOC(=O)C1=C(C)NC(=S)NC1c1ccc(OC(=O)c2ccco2)cc1 (stereo unspecified),i,i,0.1,i,i,i,i,-19,i,i,i
CCc1ccc(CN2CCC(Oc3ccc(C(=O)NCc4ccccn4)cc3)CC2)o1,i,i,0.4,i,i,i,i,-13,i,i,i
COCc1nnc(SCC(=O)NCc2ccccc2)n1-c1ccccc1,i,i,-0.2,i,i,i,i,34,i,i,i
CCOc1ccc(CN(C)C(=O)c2cccnc2OCC)cc1OC,i,i,0.2,i,i,i,i,-6,i,i,i
COc1ccc(C(=O)OCC(=O)Nc2sccc2C(N)=O)cc1OC,i,i,3.1,i,i,i,i,2,i,i,i
Cc1ccc(C(=O)CSc2nnc(-c3snnc3C)n2C2CC2)cc1,i,i,-0.2,i,i,i,i,8,i,i,i
COc1ccc(CN2CCNC(=O)C2CC(=O)NC2CCCCCCC2)cc1OC (stereo unspecified),i,i,0.3,i,i,i,i,20,i,i,i
Cc1ccc(-c2c(C(=O)N/N=C/C3CCCCC3)nnn2-c2nonc2N)cc1,i,i,-0.3,i,i,i,i,23,i,i,i
O=C(Oc1cccc(C(=O)N2CCOCC2)c1)c1ccc(Br)cc1,i,i,0.9,i,i,i,i,-1,i,i,i
Cc1cc(NC(=O)CSc2nccn2-c2ccc([N+](=O)[O-])cc2)no1,i,i,0.5,i,i,i,i,24,i,i,i
CC(=O)Nc1ccc(OCC(O)Cn2c3ccccc3c3ccccc32)c(C)c1 (stereo unspecified),i,i,-0.3,i,i,i,i,9,i,i,i
Cc1nnc(SCC(=O)Nc2cccc(Cl)c2)n1CC1CCCO1 (stereo unspecified),i,i,-6.3,i,i,i,i,5,i,i,i
CCOc1cc(/C=C/C(=O)O)ccc1OCCOc1ccc(F)cc1,i,i,-0.3,i,i,i,i,15,i,i,i
CCn1c(=O)n(CC)c2cc(S(=O)(=O)Nc3ccccc3C)c(C)cc21,i,i,-0.9,i,i,i,i,15,i,i,i

# Exported with two lines to a compound: part of the list above.
# Screens in order: MrgX1 allo act | MrgX1 ag | HIF activator | PolyA inhibitor | TRPC4 potent | TRPC6 inhibitor | TRPC4 block | AI-2 QS modul | TRPC6 act | TRPC4 agonist | MrgX1 antag
CCn1c(=O)n(CC)c2cc(S(=O)(=O)Nc3ccccc3C)c(C)cc21
    i | i | -0.9 | i | i | i | i | 15 | i | i | i
Cc1ccc(-c2c(C(=O)N/N=C/C3CCCCC3)nnn2-c2nonc2N)cc1
    i | i | -0.3 | i | i | i | i | 23 | i | i | i

# Later entries:
SMILES,MrgX1 allo act,MrgX1 ag,HIF activator,PolyA inhibitor,TRPC4 potent,TRPC6 inhibitor,TRPC4 block,AI-2 QS modul,TRPC6 act,TRPC4 agonist,MrgX1 antag
Cc1cccc(C)c1NS(=O)(=O)c1ccc2c(c1)NC(=O)CO2,i,i,-0.2,i,i,i,i,8,i,i,i
COc1ccc(Cl)cc1-c1nc(SCC(=O)NC2CC2)n[nH]1,i,i,0.2,i,i,i,i,11,i,i,i
CC(C)(C)OC(=O)N[C@H](Cc1ccccc1)C(=O)N1CCC(C(=O)O)CC1,i,i,-0.4,·,i,i,i,15,i,i,i
CCOC(=O)C12CNC(=O)C(C(=O)OCC)(CNC1=O)C2,i,i,-0.1,i,i,i,i,2,i,i,i
CCOC(=O)C(=NCCCN(C)C)NNc1cc(C(F)(F)F)ccc1Cl,i,i,-0.1,i,i,i,i,13,i,i,i
COC(=O)c1cn(C(=O)c2cccc(Br)c2)c2ccccc12,i,i,-1.9,i,i,i,i,10,i,i,i
COc1cccc(NC(=O)NC2(C(=O)N3CCN(C)CC3)CCCCC2)c1,i,i,-0.5,i,i,i,i,16,i,i,i
O=C(COC(=O)c1cc(=O)[nH]c2ccccc12)c1ccc(Br)cc1,i,i,0.8,i,i,i,i,10,i,i,i
CCC(C(=O)NCCCN1CCN(CC)CC1)n1nc(C)n2c(cc3occc32)c1=O (stereo unspecified),i,i,-0.1,i,i,i,i,12,i,i,i
CC(C)Cc1nnc(NC(=O)CCC(=O)N2CCN(c3ccc(F)cc3)CC2)s1,i,i,0.0,i,i,i,i,14,i,i,i
Fc1cccc(Cl)c1CSc1nnc(-c2ccncc2)o1,i,i,5.0,i,i,i,i,3,i,i,i
Cc1nc(SCC(=O)N2CC(=O)Nc3ccccc32)nc(C)c1C,i,i,-0.9,i,i,i,i,29,i,i,i
Cc1csc(Nc2cccc3ccccc23)n1,i,i,0.0,i,i,i,i,12,i,i,i
O=C(/C=C/c1ccccc1[N+](=O)[O-])Oc1ccccc1,i,i,-0.3,·,i,i,i,-81*,i,i,i
COc1ccc(C(=O)N/N=C(\C)c2ccccn2)cc1OC,i,i,2.8,i,i,i,i,4,i,i,i
Cc1ccccc1OCC(=O)N/N=C/c1cccc(Oc2ccc([N+](=O)[O-])cc2[N+](=O)[O-])c1,i,i,-1.4,i,i,i,i,28,i,i,i
CC(C)CCN1C(=O)CCC1(C)C(=O)NC1CCCCCC1 (stereo unspecified),i,i,-0.4,i,i,-5.8*,i,11,i,i,i
CCN(c1c(C)n(C)n(-c2ccccc2)c1=O)S(C)(=O)=O,i,i,-0.4,i,i,i,i,12,i,i,i
CSc1ccccc1NC(=O)Cn1c(-c2cscn2)nc2ccccc21,i,i,0.2,i,i,i,i,-10,i,i,i
COc1ccc(Cl)cc1S(=O)(=O)N1CCCC(C(=O)NCc2ccccc2)C1 (stereo unspecified),i,i,-0.2,i,i,i,i,9,i,i,i
COc1ccc(N(CCN2C(=O)c3ccccc3C2=O)C(=O)c2cccc([N+](=O)[O-])c2)cc1,i,i,-0.3,i,i,i,i,16,i,i,i
Cn1c(SCC(=O)c2ccc(F)cc2)nnc1-c1ccccn1,i,i,0.4,i,i,i,i,26,i,i,i
Cc1[nH]c(=O)[nH]c(=O)c1/C=C/C(=O)OCC(C)C,i,i,-0.6,i,i,i,i,11,i,i,i
CCOC(=O)CC1CCCCN1Cc1nc(-c2ccc(F)c(OC)c2)oc1C (stereo unspecified),i,i,-0.3,i,i,i,i,20,i,i,i
Clc1cccc(CN2CCC(Cc3ccccc3)CC2)c1,i,i,-0.1,i,i,i,·,26,i,i,i
CCc1ccccc1NC(=O)CSc1nc(-c2ccccc2)nn1C(=O)c1cccc([N+](=O)[O-])c1,i,i,-0.4,i,i,i,i,4,i,i,i
O=C(COC(=O)c1nsc(Cl)c1Cl)NC1CCCCC1,i,i,0.3,i,i,i,i,6,i,i,i
COC(=O)c1ccc(Nc2nc3ccc(C)cc3n3cnnc23)cc1,i,i,-31,i,i,i,i,20,i,i,i
CCc1ccc(NC(=O)Nn2cnnc2)cc1,i,i,0.7,i,i,i,i,1,i,i,i
O=C(CSc1ncnc2c1nnn2Cc1ccc(F)cc1)NC1CCCCC1,i,i,-0.2,i,i,i,i,5,i,i,i
COc1cc(NC(=O)c2nn(C)c3c2CS(=O)(=O)c2ccccc2-3)cc(OC)c1,i,i,0.5,i,i,i,i,25,i,i,i
CNS(=O)(=O)c1cccc(C(=O)OCC(=O)Nc2sc3c(c2C#N)CCCCC3)c1,i,i,1.0,i,i,i,i,43,i,i,i
